GLP1R cytotox – qHTS of GLP-1 Receptor Inverse Agonists: Cytotox Screen. 0.13% of 410,000 active. Potency, µM (doses to about 38.3 µM), for inactives: at the top dose activity change, negative = inhibition, most hits filed as inhibitors. HEK293 cAMP-luciferase reporter cells, luminescence, 24 h;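 also: loss of luciferase light is scored as toxicity; potency is read from the fitted curve at half-maximal effect; % is scaled to controls: 0 for no effect and ±100 for the full control effect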
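1536-well qHTS counterscreen of the MLSMR; 200 cells/uL, 12 h pre-incubation, 23 nL cpd, 24 h at 37 deg C 5% CO2, luciferase detection reagent, 12 min RT, luminescence. Inhibition = undesired.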
D3 ag – qHTS of D3 Dopamine Receptor Agonist: qHTS | D(3) dopamine receptor (Homo sapiens), P35462 | D3R DiscoveRx beta-arrestin cells, luminescence, 90 min | max activation, % | 0.58% of 410,000 active | AID 652048, 2013; in the data active = max activation above about 30%; also: 0% is about no effect; mostly tested at two doses, the higher about 12 µM
Target sequence (P35462 whole entry, looked up): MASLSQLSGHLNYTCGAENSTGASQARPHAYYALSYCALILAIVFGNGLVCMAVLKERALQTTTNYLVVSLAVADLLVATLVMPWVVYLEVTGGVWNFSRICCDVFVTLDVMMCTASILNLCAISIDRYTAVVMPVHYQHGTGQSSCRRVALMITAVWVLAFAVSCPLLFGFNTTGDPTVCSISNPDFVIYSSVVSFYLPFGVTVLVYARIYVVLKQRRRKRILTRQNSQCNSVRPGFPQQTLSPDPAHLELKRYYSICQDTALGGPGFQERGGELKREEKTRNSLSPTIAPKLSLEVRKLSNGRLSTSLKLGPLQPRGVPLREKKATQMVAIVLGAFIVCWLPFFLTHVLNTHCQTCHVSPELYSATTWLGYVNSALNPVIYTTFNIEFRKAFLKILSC
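Cells at 1500/well, incubated overnight, then treated with pinned compounds (dopamine as control) for 90 min at 37 degrees C. DiscoveRx reagent added for 30 - 60 minutes at room temperature; luminescence read.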
SW480 rereplic – A quantitative high throughput screen for small molecules that induce DNA re-replication in SW480 colon adenocarcinoma cells; 1.8% of 340,000 active; AID 624297, 2012; Potency, µM (titrated, usually from 46.1 µM), inactives show at the top dose re-replication activation, actives largely listed as activators; SW480 DNA re-replication, Hoechst DNA content imaging, 48 h; also: potency is read from the fitted curve at half-maximal effect; % of control where 0% means no effect; nearly all actives have a fitted effect of over 55% in size
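Quantitative HTS format with DMSO vehicle controls; 48 hr drug incubation at 37 C, then 40 min Hoechst staining and scanning imager measurement at 405 nm excitation.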
KB-V1 MDR tox – qHTS assay for MDR1-selective chemotherapeutics: Primary screen using the drug-selected MDR subline cells KB-V1. KB-V1 MDR cells viability, CellTiter-Glo, 72 h. Potency, µM (highest dose often 46.1 µM), without a hit: top-dose activity change, negative = cytotoxicity, most hits filed as cytotoxic. 3.4% of 400,000 active. AID 1347076, 2019; also: potency is read from the fitted curve at half-maximal effect; % is scaled to controls: 0 for no effect and ±100 for the full control effect; nearly all actives have a fitted effect of over 60% in size
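Following 72 h at 37 degrees C with compound, KB-V1 cell viability was read by CellTiter-Glo luminescence, medium being phenol-red-free DMEM plus 10% FBS; concentration-response parameters came from normalized, curve-fitted qHTS data.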
KB-3-1 cytotox – qHTS assay for MDR1-selective chemotherapeutics: Primary screen using the parental adenocarcinoma cell KB-3-1; KB-3-1 viability, CellTiter-Glo ATP luminescence, 72 h; Potency, µM (highest dose often 46.1 µM), without a hit: at the top dose activity change, negative = cytotoxic, usual class: cytotoxic; 1.4% of 400,000 active; AID 1347075, 2019; also: potency is read from the fitted curve at half-maximal effect; % is scaled to controls: 0 for no effect and ±100 for the full control effect; nearly all actives have a fitted effect of over 60% in size
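Parental KB-3-1 viability, qHTS format: 72 h compound exposure, 37 °C; CellTiter-Glo; media-only wells and DMSO plates as controls; concentration-effect fits on corrected data.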
HT1080 IDH1KD tx – qHTS for induction of synthetic lethality in tumor cells producing 2HG: qHTS for the HT-1080-IDH1KD cell line; HT-1080 IDH1 knockdown viability, ATP luminescence, 48 h; Potency, µM (series often up to 46.1 µM), without a hit: top-dose activity, negative = toxicity, actives largely listed as cytotoxic; 2% of 360,000 active;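 also: potency is read from the fitted curve at half-maximal effect; 0% = DMSO wells and -100% = cell-free medium wells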
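Cytotoxicity counter-line: IDH1KD HT-1080, 48 h, CellTiter-Glo. Curves classed by r2, magnitude and activity.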
IL1B secr inh – qHTS for Inhibitors of Inflammasome Signaling: IL-1-beta AlphaLISA Primary Screen; THP-1 LPS/ATP IL-1B secretion, AlphaLISA, 16 h; active compounds read low; activity change, % at 57.5 µM; 4.7% of 360,000 active; AID 743279, 2014; in the data active = activity change below about -50%; inconclusive = mostly about -30% to -49%; also: % is scaled to controls: 0 for no effect and ±100 for the full control effect
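THP-1 cells pretreated 1 hr with compounds (up to 57.5 uM final), then stimulated with LPS (250 ng/mL final) plus ATP (1.25 mM final); secreted IL-1B measured by AlphaLISA after 16 hr, decreased signal indicating inhibition.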
HT1080NT lethal – qHTS for induction of synthetic lethality in tumor cells producing 2HG: qHTS for the HT-1080-NT fibrosarcoma cell line. HT-1080-NT fibrosarcoma viability, CellTiter-Glo ATP luminescence, 48 h. Potency, µM (highest dose often 46.1 µM), for the others: at the highest dose activity, negative = less viability, hits mostly cytotoxic. 1.6% of 360,000 active. AID 686970, 2013;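 also: NT is the 2HG producing partner of a matched IDH1 knockdown line; potency is read from the fitted curve at half-maximal effect; 0% = DMSO-treated cells and -100% = media-only wells without cells; nearly all actives have a fitted effect of over 55% in size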
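Luminescent CellTiter-Glo readout after 48 hours of compound exposure at 37 degrees C defined viability of HT-1080-NT cells. Activity was normalized to DMSO wells and cell-free media wells; concentration-response curves were fitted and assigned curve classes.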
MCF10A rerep – A quantitative high throughput screen for small molecules that induce DNA re-replication in MCF 10a normal breast cells; AID 624296, 2012; Potency, µM (doses to about 46.1 µM), for the others: at the top dose activity, positive = re-replication, usual class: activators; 2.9% of 350,000 active; MCF 10A DNA re-replication, Hoechst nuclear intensity, 48 h; also: potency is read from the fitted curve at half-maximal effect; % of control where 0% means no effect; nearly all actives have a fitted effect of over 50% in size
Numbers without * were called inactive; [ ] = remark or other dose. Unless noted, calls follow the shape of the dose curve; as a rule, active = well fitted curve in the direction sought with a large enough effect; inconclusive = small, poorly fitted or top-dose-only effect, or another doubt; inactive = no such curve, though single readings can be large; an effect the other way counts as inactive or inconclusive. Random draw from the library, and some 11% of all compounds hit somewhere here.

How did Cn1c(=O)c2c(n3cnnc13)-c1ccccc1CC21CCCC1 do in these assays?
GLP1R cytotox: 7%; D3 ag: 3; SW480 rereplic: -3%; KB-V1 MDR tox: 23µM*; KB-3-1 cytotox: -19%; HT1080 IDH1KD tx: -4%; IL1B secr inh: -12; HT1080NT lethal: -2%; MCF10A rerep: -4%

How did Cc1ccc(CC(=O)NC2CCCc3ccccc32)cc1C (stereo not drawn) do in these assays?
GLP1R cytotox: 6%; D3 ag: 5; SW480 rereplic: inconclusive; KB-V1 MDR tox: -15%; KB-3-1 cytotox: -17%; HT1080 IDH1KD tx: 0%; IL1B secr inh: -1; HT1080NT lethal: -12%; MCF10A rerep: -17%

Results for CCOC(=O)c1csc(-c2ccc([N+](=O)[O-])cc2)n1 ?
GLP1R cytotox: 5%; D3 ag: 5; SW480 rereplic: -1%; KB-V1 MDR tox: 2%; KB-3-1 cytotox: inconclusive; HT1080 IDH1KD tx: 7%; IL1B secr inh: 0; HT1080NT lethal: 28%; MCF10A rerep: 0%

How did O=C(NC(=S)N1CCCC(C(F)(F)F)C1)c1ccc(F)cc1 (stereo not drawn) do in these assays?
GLP1R cytotox: inconclusive; D3 ag: -2; SW480 rereplic: 15%; KB-V1 MDR tox: 18%; KB-3-1 cytotox: 16%; HT1080 IDH1KD tx: -13%; IL1B secr inh: -23; HT1080NT lethal: 0%; MCF10A rerep: 22%

How did COC(=O)C(Cc1ccccc1)NC(=O)CC(C)CC(=O)Nc1ccc(C)cc1 (stereo not drawn) do in these assays?
GLP1R cytotox: 4%; D3 ag: -4; SW480 rereplic: -24%; KB-V1 MDR tox: 8%; KB-3-1 cytotox: 22%; HT1080 IDH1KD tx: 7%; IL1B secr inh: 29; HT1080NT lethal: 3%; MCF10A rerep: 5%

Results for CCOc1ccc(C(=O)CCC(=O)O)cc1 ?
GLP1R cytotox: 0%; D3 ag: 12; SW480 rereplic: -13%; KB-V1 MDR tox: 0%; KB-3-1 cytotox: 0%; HT1080 IDH1KD tx: 6%; IL1B secr inh: 16; HT1080NT lethal: -18%; MCF10A rerep: 5%

Results for Cc1cccc(N2CC(C(=O)NC3CCCCCC3)CC2=O)c1C (stereo not drawn) ?
GLP1R cytotox: 2%; D3 ag: 6; SW480 rereplic: 0%; KB-V1 MDR tox: -12%; KB-3-1 cytotox: -11%; HT1080 IDH1KD tx: inconclusive; IL1B secr inh: 7; HT1080NT lethal: 21%; MCF10A rerep: -2%

How did Cc1ccc2nc(NC(=O)CN3CCOCC3)sc2c1 do in these assays?
GLP1R cytotox: -2%; D3 ag: -4; SW480 rereplic: 0%; KB-V1 MDR tox: -9%; KB-3-1 cytotox: -2%; HT1080 IDH1KD tx: 15%; IL1B secr inh: -12; HT1080NT lethal: -1%; MCF10A rerep: -14%

What do the screens show for `CCCCNC(=S)N1CCN(C(c2ccccc2)c2ccccc2)CC1`?
GLP1R cytotox: -2%; D3 ag: 0; SW480 rereplic: 4%; KB-V1 MDR tox: inconclusive; KB-3-1 cytotox: 7%; HT1080 IDH1KD tx: -14%; IL1B secr inh: 12; HT1080NT lethal: inconclusive; MCF10A rerep: inconclusive

Results for COc1cccc(C(=O)Nc2ccccc2F)c1 ?
GLP1R cytotox: -2%; D3 ag: -2; SW480 rereplic: -28%; KB-V1 MDR tox: 0%; KB-3-1 cytotox: 11%; HT1080 IDH1KD tx: 7%; IL1B secr inh: -22; HT1080NT lethal: 6%; MCF10A rerep: 29%

How did O=C(Oc1ccc(Br)cc1C(=S)N1CCCC1)c1ccccc1F do in these assays?
GLP1R cytotox: -23%; D3 ag: 2; SW480 rereplic: -29%; KB-V1 MDR tox: -6%; KB-3-1 cytotox: 8%; HT1080 IDH1KD tx: 9%; IL1B secr inh: -14; HT1080NT lethal: 1%; MCF10A rerep: -83%[inhibitor]

What do the screens show for `COc1cc(OC)cc(C(=O)N[C@H](C(=O)Nc2ccc3c(c2)OCO3)C(C)C)c1`?
GLP1R cytotox: -1%; D3 ag: -8; SW480 rereplic: 10%; KB-V1 MDR tox: inconclusive; KB-3-1 cytotox: -4%; HT1080 IDH1KD tx: -8%; IL1B secr inh: inconclusive; HT1080NT lethal: -5%; MCF10A rerep: 20%

How did C=CCN(CC=C)C(=O)COC(=O)c1ccc(Sc2ncn[nH]2)c([N+](=O)[O-])c1 do in these assays?
GLP1R cytotox: 1%; D3 ag: 0; SW480 rereplic: inconclusive; KB-V1 MDR tox: 10%; KB-3-1 cytotox: -20%; HT1080 IDH1KD tx: 1%; IL1B secr inh: -4; HT1080NT lethal: 11%; MCF10A rerep: 1%

Results for COc1ccc2c(c1)/C(=C\c1cccc(/C=C3/C(=O)Nc4ccc(OC)cc43)n1)C(=O)N2 ?
GLP1R cytotox: 2.2µM*; D3 ag: -18; SW480 rereplic: 2.9µM*; KB-V1 MDR tox: -6%; KB-3-1 cytotox: 1.8µM*; HT1080 IDH1KD tx: 3.3µM*; IL1B secr inh: -107*; HT1080NT lethal: 2.9µM*; MCF10A rerep: inconclusive

What do the screens show for `COc1ccc(C(=O)O)cc1NC(=S)NC(=O)Cc1ccc(Cl)cc1`?
GLP1R cytotox: 1%; D3 ag: 2; SW480 rereplic: -10%; KB-V1 MDR tox: 2%; KB-3-1 cytotox: -4%; HT1080 IDH1KD tx: 6%; IL1B secr inh: 34; HT1080NT lethal: 11%; MCF10A rerep: 0%

What do the screens show for `COc1ccccc1N1CCN(C(=O)C(=O)c2cn(CC(=O)N3CCCCCC3)c3ccccc23)CC1`?
GLP1R cytotox: -18%; D3 ag: -3; SW480 rereplic: 30%; KB-V1 MDR tox: -26%; KB-3-1 cytotox: inconclusive; HT1080 IDH1KD tx: -9%; IL1B secr inh: inactive; HT1080NT lethal: 3%; MCF10A rerep: inconclusive

How did COc1cccc(CC(=O)Nc2ccc3c(c2)OC2(CCCC2)O3)c1 do in these assays?
GLP1R cytotox: 3%; D3 ag: 5; SW480 rereplic: 1%; KB-V1 MDR tox: -21%; KB-3-1 cytotox: 0%; HT1080 IDH1KD tx: 0%; IL1B secr inh: 0; HT1080NT lethal: -4%; MCF10A rerep: -14%

Results for Cc1ccc(-c2cc3ncc(C#N)c(N)n3n2)cc1 ?
GLP1R cytotox: 0%; D3 ag: 2; SW480 rereplic: -1%; KB-V1 MDR tox: inconclusive; KB-3-1 cytotox: -2%; HT1080 IDH1KD tx: 16%; IL1B secr inh: -1; HT1080NT lethal: 11%; MCF10A rerep: 1%

What do the screens show for `Cc1ccccc1-n1c(C)cc(/C=N/NC(=O)c2ccc(CN3CCOCC3)cc2)c1C`?
GLP1R cytotox: 12%; D3 ag: -14; SW480 rereplic: 1%; KB-V1 MDR tox: -4%; KB-3-1 cytotox: -11%; HT1080 IDH1KD tx: -2%; IL1B secr inh: 5; HT1080NT lethal: 2%; MCF10A rerep: 5%

How did O=C(OCc1cnc(Cl)s1)c1c(F)cccc1F do in these assays?
GLP1R cytotox: 2%; D3 ag: 3; SW480 rereplic: -43%[inhibitor]; KB-V1 MDR tox: 17%; KB-3-1 cytotox: -1%; HT1080 IDH1KD tx: 1%; IL1B secr inh: -9; HT1080NT lethal: 0%; MCF10A rerep: -1%

What do the screens show for `CN(c1ccccc1)S(=O)(=O)c1ccc(C(=O)OCC(=O)NCc2cccs2)cc1`?
GLP1R cytotox: -27%; D3 ag: -6; SW480 rereplic: 13%; KB-V1 MDR tox: inconclusive; KB-3-1 cytotox: inconclusive; HT1080 IDH1KD tx: -14%; IL1B secr inh: 0; HT1080NT lethal: -27%; MCF10A rerep: inconclusive

How did COc1ccc(CCN2C(=O)NC(NS(=O)(=O)c3ccc(Cl)cc3)(C(F)(F)F)C2=O)cc1OC (stereo not drawn) do in these assays?
GLP1R cytotox: -1%; D3 ag: -2; SW480 rereplic: -7%; KB-V1 MDR tox: inconclusive; KB-3-1 cytotox: -2%; HT1080 IDH1KD tx: 16%; IL1B secr inh: 15; HT1080NT lethal: -2%; MCF10A rerep: -3%

What do the screens show for `Cc1onc(-c2c(Cl)cccc2Cl)c1C(=O)N(C)Cc1ccccc1`?
GLP1R cytotox: -1%; D3 ag: 6; SW480 rereplic: 0%; KB-V1 MDR tox: 4%; KB-3-1 cytotox: -3%; HT1080 IDH1KD tx: -7%; IL1B secr inh: 10; HT1080NT lethal: -3%; MCF10A rerep: -9%

Structures listed so far that have a COOH group, in the order listed:
Results for CCOc1ccc(C(=O)CCC(=O)O)cc1 ?
GLP1R cytotox: 0%; D3 ag: 12; SW480 rereplic: -13%; KB-V1 MDR tox: 0%; KB-3-1 cytotox: 0%; HT1080 IDH1KD tx: 6%; IL1B secr inh: 16; HT1080NT lethal: -18%; MCF10A rerep: 5%

What do the screens show for `COc1ccc(C(=O)O)cc1NC(=S)NC(=O)Cc1ccc(Cl)cc1`?
GLP1R cytotox: 1%; D3 ag: 2; SW480 rereplic: -10%; KB-V1 MDR tox: 2%; KB-3-1 cytotox: -4%; HT1080 IDH1KD tx: 6%; IL1B secr inh: 34; HT1080NT lethal: 11%; MCF10A rerep: 0%

Compound activity from PubChem BioAssay.
